ST2 inh: blocks human ST2 binding to IL-33. Q01638. AlphaLISA ST2-Fc/biotin-IL-33 interaction, 1 h. inhibition, % for hits at 17 µM. hit rate 2.3% among 78,000; in the data active = inhibition above about 30%; inconclusive = mostly about 10% to 28%
Target sequence (Q01638 whole entry, looked up): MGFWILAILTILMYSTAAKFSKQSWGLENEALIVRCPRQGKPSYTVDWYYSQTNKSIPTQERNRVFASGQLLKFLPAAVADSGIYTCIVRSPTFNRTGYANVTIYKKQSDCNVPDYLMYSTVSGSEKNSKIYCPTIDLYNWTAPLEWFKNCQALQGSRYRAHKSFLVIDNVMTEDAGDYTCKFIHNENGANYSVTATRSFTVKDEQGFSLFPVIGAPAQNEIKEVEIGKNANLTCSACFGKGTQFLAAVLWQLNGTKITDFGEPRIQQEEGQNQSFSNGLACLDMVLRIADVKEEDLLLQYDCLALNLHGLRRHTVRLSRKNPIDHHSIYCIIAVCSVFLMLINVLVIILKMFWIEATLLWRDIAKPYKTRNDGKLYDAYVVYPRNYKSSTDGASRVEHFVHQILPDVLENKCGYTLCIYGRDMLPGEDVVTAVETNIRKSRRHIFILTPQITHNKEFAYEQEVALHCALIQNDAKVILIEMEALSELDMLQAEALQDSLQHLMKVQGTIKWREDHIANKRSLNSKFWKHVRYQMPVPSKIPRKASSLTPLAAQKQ
* = called active by the depositor; i = inactive; ? = inconclusive. A portion of the library; rates above refer to the full screens.

SMILES | ST2 inh
Cc1c(C(=O)NCC2CCCO2)oc2ccc(S(=O)(=O)N3CCOCC3)cc12 (stereo not given) | ?
CCC(CO)N(Cc1ccco1)C(=O)c1cc2ccccn2n1 (stereo not given) | ?
Cc1ccsc1CCn1ccnc1-c1cnc(-c2ccccn2)nc1 | ?
Cc1ccc(C2(O)CCN(Cc3ccccc3OCc3ccccc3)CC2)nc1 | ?
CCC(=O)N(Cc1ccc(Cl)cc1)C(C)CC (stereo not given) | i
CN(C(=O)c1cncc(Br)c1)C1CCCCC1 | i
O=[N+]([O-])C=C(c1ccccc1)c1ccccc1 | 39%*
CCc1nc(C)ccc1OCC(=O)N1C[C@@H]2[C@@H]3CC[C@@H](C3)[C@@H]2C1 | i
CCCc1ccc(S(=O)(=O)N2CCN(c3cc(-c4cccc(OC)c4)ncn3)CC2)cc1 | i
O=C(NC1CCCC1)c1ccccc1Cl | i
CCCN(CCO)Cc1ccc(F)c(F)c1 | ?
COc1ccc(S(=O)(=O)N2CCC(N3CCCCCC3)CC2)cc1 | ?
CCCCN(Cc1ccccc1)C(=O)c1cc2c(=O)n3ccccc3nc2n1C | i
Cc1onc(-c2ccccc2)c1C(=O)N1CCC(O)(CN(C)C)C1 (stereo not given) | i
[O-][N+]1=C2CCC/C(=N\O)C2(O)C2CCCCC21N1CCOCC1 (stereo not given) | ?
CCOc1cccc(C2CC(=O)Nc3n[nH]c(C4CCC4)c32)c1O (stereo not given) | i
CC(C)c1ccc(NC(=O)Nc2ccccc2)cc1 | i
O=C(Cc1c(C(=O)O)[nH]c2ccc(Cl)cc12)NCC1COc2ccccc2O1 (stereo not given) | i
COc1ccc(Cl)cc1NS(=O)(=O)c1ccc2[nH]c(=O)c(=O)[nH]c2c1 | i
COc1ccc(NC(=O)CSc2nnc3sc4ccccc4n23)cc1 | i
Cc1cc2ccccc2c(=O)n1CC(=O)NCC(=O)N(C)C1CCCCC1 | i
O=C(Cc1ccsc1)N1CC(=O)N(CC2CCOCC2)CC(OCc2cccnc2)C1 (stereo not given) | ?
CC(=NS(=O)(=O)c1ccc(C)cc1)N1CCOCC1 | ?
COc1ccc2c(c1)OC13CCN(C)CC1C2C(C(=O)c1ccc(F)cc1)C(=O)N3 (stereo not given) | ?
CC(=O)Oc1cccc(N2C(=O)C3C(C2=O)C2(C)C=CC3(C)O2)c1 (stereo not given) | ?

Sorted by SMILES length (largest number first): six of the compounds above.
SMILES | ST2 inh
CCCc1ccc(S(=O)(=O)N2CCN(c3cc(-c4cccc(OC)c4)ncn3)CC2)cc1 | i
O=C(Cc1ccsc1)N1CC(=O)N(CC2CCOCC2)CC(OCc2cccnc2)C1 (stereo not given) | ?
Cc1cc2ccccc2c(=O)n1CC(=O)NCC(=O)N(C)C1CCCCC1 | i
Cc1onc(-c2ccccc2)c1C(=O)N1CCC(O)(CN(C)C)C1 (stereo not given) | i
COc1ccc(NC(=O)CSc2nnc3sc4ccccc4n23)cc1 | i
CC(=NS(=O)(=O)c1ccc(C)cc1)N1CCOCC1 | ?

(further entries)
SMILES | ST2 inh
NC12CC3CC(CC(C3)C1)C2 | i
O=C(CCCn1c(=O)[nH]c2ccc(Br)cc2c1=O)NCCC1=CCCCC1 | i
CCc1ccccc1NC(=O)c1ccc(Cl)cc1 | i
COCCCNC(=O)c1ccc(NC2=NC3CS(=O)(=O)CC3S2)cc1 (stereo not given) | i
COc1ccc2oc(=Nc3ccc(C#N)cc3)c(C(=O)NC(C)=O)cc2c1 | ?
O=C(O)c1cccc(C(=O)N2C[C@@H]3C[C@H](C2)c2ccc(NC(=O)c4ccc(F)cc4)c(=O)n2C3)c1 | i
Cc1c(Br)cc(C(=O)N2CCOCC2)c(C)c1C | ?
CC1c2cccn2CCN1C(=O)c1cnc(CN2CCCC2)s1 (stereo not given) | ?
O=C(CC1Sc2ccc(C(F)(F)F)cc2NC1=O)Nc1ccccc1Cl (stereo not given) | i
O=C1/C(=C/c2ccc(F)cc2)CC/C1=C\c1ccc(F)cc1 | ?
Cc1ccc(S(=O)(=O)N2CCC(C(=O)N3CCN(C)CC3)CC2)cc1 | i
Cc1cccc(CSC2=NCCN2C(=O)C2CCCC2)c1 | i
CCC(CC)CC(=O)N1CCC1c1ccc(F)cc1 (stereo not given) | ?
CCOC(=O)c1c(-c2ccccc2)csc1NC(=O)c1cc(C)on1 | i
CC1CCC(NC(=O)c2cc(=O)[nH]c3ccc(S(=O)(=O)N4CCCCCC4)cc23)CC1 (stereo not given) | i
Cc1cccc(N2CCN(C(=O)c3cccn4c(=O)c5c(C)c(C)sc5nc34)CC2)c1C | i
CN(C)C1CCCN(C(=O)c2ccc3cc[nH]c3c2)CC1 (stereo not given) | i
c1ccc(-c2nc3nonc3c3nc4ccccc4n23)cc1 | ?
O=C(Nc1cc(Cl)ccc1Cl)c1ccc(S(=O)(=O)N2CCCC2)cc1 | ?
Cc1cccn2c(=O)c(C=Nc3ccc(Cl)cc3)c(NCCO)nc12 | ?
CCOC(=O)CSC1=NN2CCCC(=O)N=C2S1 | i
CCCNC(=O)C1CCC(Cn2c(=O)c3sccc3n(CC(=O)NC(C)CC)c2=O)CC1 (stereo not given) | i
CCC(C)/C=C(C)/C=C/c1cc2c(cn1)C(=O)C(C)(OC(C)=O)C(O)=C2Cl (stereo not given) | i
CC1CCCCN1S(=O)(=O)c1ccc2[nH]c(=O)cc(C(=O)NCCN3CCCC3)c2c1 (stereo not given) | i
Cc1ccc(C(CC(=O)Nc2ccccc2C)c2ccccc2)c(O)c1 (stereo not given) | i

In the list so far, these have a thiophene ring, fused or not:
SMILES | ST2 inh
Cc1ccsc1CCn1ccnc1-c1cnc(-c2ccccn2)nc1 | ?
O=C(Cc1ccsc1)N1CC(=O)N(CC2CCOCC2)CC(OCc2cccnc2)C1 (stereo not given) | ?
CCOC(=O)c1c(-c2ccccc2)csc1NC(=O)c1cc(C)on1 | i
Cc1cccc(N2CCN(C(=O)c3cccn4c(=O)c5c(C)c(C)sc5nc34)CC2)c1C | i
CCCNC(=O)C1CCC(Cn2c(=O)c3sccc3n(CC(=O)NC(C)CC)c2=O)CC1 (stereo not given) | i

Next part.
SMILES | ST2 inh
COc1ccc(C2Nc3ccc4ncccc4c3C3=C2C(=O)CCC3)cc1OC (stereo not given) | i
CCC(=O)N1CCc2cc(S(=O)(=O)NC(C(=O)NC3CCCCC3)C(C)C)ccc21 (stereo not given) | i
O=C(CSc1c2c(nc3ccc(Cl)cc13)CCCC2)NCCCN1CCCC1=O | i
CCN(CC)CCCOc1ccc(C)cc1 | i
CC(CCc1ccc(O)cc1)NC1C2CC3CC(C2)CC1C3 (stereo not given) | i
CC(C)c1ccc(NC2CCCN(C(=O)c3cccc(N4CCCC4=O)c3)C2)cc1 (stereo not given) | i
CCN1CCN(C(=O)c2cc(=O)c3ccccc3o2)C(C)C1=O (stereo not given) | i
CCOC(=O)CNC(=O)NCc1cccnc1Oc1ccccc1C | i
CC1(C)CC(=O)C2=C(C1)Nc1ccccc1N(C(=O)Cc1ccc(Cl)cc1)C2c1cccnc1 (stereo not given) | 40%*
COC(=O)C1=CO[C@@H](O[C@@H]2O[C@H](CO)[C@@H](O)[C@H](O)[C@H]2O)[C@@H]2[C@@H](C)[C@@H](OC(=O)C3=CO[C@@H](O[C@@H]4O[C@H](CO)[C@@H](O)[C@H](O)[C@H]4O)[C@@H]4[C@@H](C)[C@@H](OC(C)=O)C[C@H]34)C[C@H]12 | i
CN1CCN(CC2CCOC2)CC12CCN(C(=O)CCC1CCCC1)CC2 (stereo not given) | ?
Cc1ccc(NC(=O)c2ccccc2)c(NC(=O)CCN2CCCCO2)c1 | i
CC1(C)C(C=C(Cl)Cl)C1C(=O)Nc1ccccc1C(=O)O (stereo not given) | i
CCc1cccc(CC)c1NS(=O)(=O)c1cc(Br)cc2c1N(C(C)=O)C(C)C2 (stereo not given) | i
COc1ccc(CN(Cc2cnn(C)c2)CC(C)C)cn1 | ?
CCOC(=O)c1cccc(N2C(=O)[C@@H]3C4C=CC([C@@H]3C2=O)C42CC2)c1 | i
Cc1noc(-c2ccc(N3CC[C@@H](c4ccc5c(c4)OCO5)[C@H](O)C3)nc2)n1 | i
COc1ccc2c(c1)c(CC(=O)O)c(C)n2Cc1ccc(Cl)cc1 | i
OC[C@H]1O[C@@H](OCCc2ccc(O)cc2)[C@H](O)[C@@H](O)[C@@H]1O | i
Cc1ccc(Nc2cc(C)nc(Nc3ccc(NC(=O)c4ccco4)cc3)n2)cc1 | i
COc1cccc(N2CCN(Cc3sccc3C)CC2)c1 | ?
CCOc1ccc(C2=C/C(=C\c3cccs3)C(=O)O2)cc1 | 31%*
Cc1c(C(=O)O)oc2ccccc12 | i
CC(C)Oc1ccc(CC2CC(=O)N(c3ccccc3)C2=O)cc1 (stereo not given) | i
Cc1nc2c(c(=O)n1C)CCN(C(=O)CN1CCCCC1=O)CC2 | ?
SMILES | ST2 inh
COc1cc(C(O)C(=O)O)ccc1O (stereo not given) | i
CC(C)C(NC(=O)c1ccccc1Br)C(=O)O (stereo not given) | i
COc1ccccc1NC(=O)C1=C(C)Nc2nnnn2C1c1cccc(Br)c1 (stereo not given) | i
COc1cc(OC)c(OC)cc1/C=C1N=C(/C=C/c2ccccc2OC)OC\1=O | ?
O=C(CC1COCCN1)N1CCC2(CCc3ccccc32)CC1 (stereo not given) | ?
CCc1[nH]ncc1C(=O)N1C[C@H]2CC=C(C)C[C@H]2C1 | i
CC1CCCCN1C(=O)c1ccc([N+](=O)[O-])cc1Cl (stereo not given) | ?
CC1(C)CC(=O)C2=C(C1)OC(N)=C([N+](=O)[O-])C2c1ccccc1 (stereo not given) | ?
Cc1ccc(CCC(=O)N2CCC(CO)(Cc3ccccc3)CC2)cc1 | i
Cc1csc(-c2cc3ccc(OCc4c(F)cccc4Cl)cc3oc2=O)n1 | ?
COc1ccccc1OCCOc1cccc(Cl)c1Cl | i
Cc1ccc(NC(=O)C2(N(Cc3ccccc3)C(=O)Cc3nc(N)n[nH]3)CCCCC2)cc1 | ?
Cc1cc(Br)cc2c1N(C)C(=O)C2=O | i
COc1ccc(CCN2C(=O)CCC2(C)C(=O)NCc2cccnc2)cc1OC (stereo not given) | ?
O=C1NC(=O)c2c1cccc2C(=O)Nc1ccccc1 | i
COc1ccc(CCNC(=O)C2C3C=CC4(CN(Cc5cccs5)C(=O)C24)O3)cc1OC (stereo not given) | i
CC(=O)c1cc(CN2CC[C@@H](c3ccc4ccccc4c3)[C@H](O)C2)n(C)c1 | ?
Cc1cccn2c(=O)c3cc(C(=O)NC4CCCCC4)c(=N)n(C(C)C)c3nc12 | i
O=C(Nc1ccc(I)cc1)c1cc2ccccc2o1 | ?
Cc1cccc2c(C(=O)N3CCOCC3)cc(-c3ccccc3)nc12 | i
CCSc1nnc2c3ccccc3n(CC)c2n1 | i
O=C(Nc1c(-c2ccccc2)nc2ccccn12)c1ccccc1Br | i
COc1ccc(CN(C)C(=O)CC2(c3ccccc3F)CC(=O)N(C3CCCCC3)C2=O)cc1OC (stereo not given) | ?
c1ccc(-c2nnc([C@H]3CCN(C4CCCCC4)C3)o2)cc1 | i
CCn1c(C(=O)O)c(CC(=O)Nc2ccccc2F)c2ccccc21 | i
SMILES | ST2 inh
Cc1ccc(-n2c(SCC(=O)Nc3ccc(Cl)cc3)nc3c(c2=O)SCC3)cc1 | ?
Cc1[nH]c(=O)[nH]c(=O)c1CC(=O)N1C[C@@H]2C3CCC(CC3)[C@@H]2C1 | i
COc1ccc(CCNC(=O)c2c[nH]n3c(=O)c(Cc4ccccc4F)c(C)nc23)cc1OC | ?
Cc1cccc(C(=O)N2C(C)CCCC2C)c1 (stereo not given) | i
OCC1CCCCN1CCn1ccnc1-c1ccc2c(c1)OCCO2 (stereo not given) | i
COc1ccc(-n2c(O)c(C=Nc3ccc(OC)c(OC)c3)c3ccccc3c2=O)cc1 | i
C=CCNC(=O)c1ccc2c(c1)N(Cc1ccc(F)cc1)C(=O)CS2 | i
Cc1cnccc1C(=O)NCC1CCCN(Cc2ccccn2)C1 (stereo not given) | i
Cn1c(-c2ccc(CN3CCn4cncc4C3)o2)nc2ccccc21 | i
CN(C)C(=O)c1ccc2c(c1)N(CC(=O)NC1CCCC1)C(=O)C1CCCCN21 (stereo not given) | i
c1cncc(CN2CC[C@H](c3nc4ccccc4s3)C2)c1 | i
CC1CCN=C(N)S1 (stereo not given) | i
COc1ccccc1-c1ccnc(-n2ncc(C(=O)NC3Cc4ccccc4C3)c2C2CC2)n1 | ?
O=C(COc1ccccc1F)Nc1c(C(=O)Nc2ccc(F)cc2)oc2ccccc12 | i
Clc1ccc(-n2ncc3c(N4CCc5ccccc54)ncnc32)cc1 | i
CCCc1nc(C(=O)N2CCN(C)C3(CCN(C)CC3)C2)cs1 | ?
COc1ccc(Br)cc1C(=O)Nc1cccc2nsnc12 | ?
CC(=O)c1cc(C#N)c(SCc2ccc(Cl)c(Cl)c2)nc1C | i
COc1ccc(CNC(=O)c2cc3c(=O)n4ccccc4nc3n2C)cc1 | i
COc1ccc(OC)c(C2SCCN2S(=O)(=O)c2ccc(C)c(C)c2)c1 (stereo not given) | i
NC(=O)c1cc2c(s1)CCN(Cc1cc3n(n1)CCCNC3)C2 | i
O=C1CSC(c2ccc(Cl)cc2Cl)N1C1CCCCC1 (stereo not given) | i
CCOc1ccc(NS(=O)(=O)c2ccc(Cl)c(C)c2Cl)cc1 | i
CCCn1cc(CN2CCN(C3CCCCC3)C(CCO)C2)c(C)n1 (stereo not given) | ?
COc1ccc(OC)c(NC(=O)CCC(=O)O)c1 | i
Cc1ccc(CSC2=NCCN2C(=O)c2ccco2)cc1 | ?

Source: PubChem (IUPUI and University of Michigan)
